Compound activity: PubChem BioAssay, National Center for Advancing Translational Sciences (NCATS)
FLuc modulator = qHTS profiling assay for firefly luciferase inhibitor/activator using purifed enzyme and Km concentrations of substrates (counterscreen for miR-21 project). AID 588342, 2011. purified FLuc, Km substrates, luminescence inhibition. Potency, µM (doses to about 57.5 µM), inactives show top-dose activity change, negative = inhibition, hits mostly inhibitors. 6.9% of 360,000 active;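 further: plate controls were vehicle for no effect and reference inhibitor for full effect; nearly all actives have a fitted effect of over 55% in size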
Target sequence (P08659 whole entry, looked up): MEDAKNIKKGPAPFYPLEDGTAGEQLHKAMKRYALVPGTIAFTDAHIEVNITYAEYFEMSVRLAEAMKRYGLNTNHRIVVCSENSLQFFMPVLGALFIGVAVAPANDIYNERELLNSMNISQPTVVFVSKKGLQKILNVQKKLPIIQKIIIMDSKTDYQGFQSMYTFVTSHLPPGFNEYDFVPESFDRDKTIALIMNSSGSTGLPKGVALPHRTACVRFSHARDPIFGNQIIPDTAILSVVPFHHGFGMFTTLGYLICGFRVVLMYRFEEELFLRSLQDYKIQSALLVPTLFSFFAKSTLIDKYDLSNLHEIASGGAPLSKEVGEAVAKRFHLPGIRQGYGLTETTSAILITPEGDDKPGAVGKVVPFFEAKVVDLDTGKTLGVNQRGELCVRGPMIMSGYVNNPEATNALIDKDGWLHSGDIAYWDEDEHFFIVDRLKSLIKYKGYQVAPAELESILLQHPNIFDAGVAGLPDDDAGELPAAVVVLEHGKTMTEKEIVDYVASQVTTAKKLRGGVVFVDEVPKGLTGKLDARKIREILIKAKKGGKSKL
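Purified P. pyralis luciferase, 10 nM final, with Km-level 10 uM D-luciferin and 10 uM ATP in 50 mM Tris acetate pH 7.5, 10 mM Mg acetate, 0.01% Tween-20, 0.05% BSA; 6-point qHTS titration about 60 µM downward; luminescence read.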
MBNL1 CUG block = qHTS Assay for Inhibitors of MBNL1-poly(CUG) RNA binding. TR-FRET MBNL1-His/biotin-(CUG)12 binding, 665/545 ratio. Potency, µM (doses to about 57.5 µM), for inactives: at the top dose activity change, negative = inhibition, usual class: inhibitors. AID 2675, 2010. 0.036% of 280,000 active; active means well fitted inhibition curve with a large enough effect in the signal ratio, with a control signal flat, not every such curve was filed as active; inconclusive means small, poorly fitted or top-dose-only effect, or effect the other way, or a change in a side signal; inactive means no such curve, though single readings can be large or run the other way; the % refers to the signal ratio; further: on the % scale 0 is the no-effect control and ±100 the full control effect
Target sequence (Q9NR56 whole entry, looked up): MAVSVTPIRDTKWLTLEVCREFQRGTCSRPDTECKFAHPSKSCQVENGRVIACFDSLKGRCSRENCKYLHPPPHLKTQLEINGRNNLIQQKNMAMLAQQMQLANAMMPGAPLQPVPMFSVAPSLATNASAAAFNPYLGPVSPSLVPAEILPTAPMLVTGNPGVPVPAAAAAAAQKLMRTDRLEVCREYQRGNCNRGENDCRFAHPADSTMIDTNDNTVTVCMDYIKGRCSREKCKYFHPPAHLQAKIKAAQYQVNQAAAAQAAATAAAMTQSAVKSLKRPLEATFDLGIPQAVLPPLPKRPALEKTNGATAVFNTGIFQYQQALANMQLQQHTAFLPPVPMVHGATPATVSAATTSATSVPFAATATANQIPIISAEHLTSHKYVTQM
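Compound titration spanned 92 nM–58 uM against the MBNL1-His/biotin-(CUG)12 complex. After 60 min at room temperature with 5 nM streptavidin-XL665 and 0.055 ng/ul terbium anti-His, ratiometric 665/545 nm emission (Ex 340 nm) normalized to controls.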
p53 reactivation = qHTS assay for re-activators of p53 using a Luc reporter. 0.063% of 320,000 active. Potency, µM (highest dose often 92.2 µM), inactives show at the top dose activity change, positive = activation, most hits filed as activators. H1299 p53-A138V BP100-luciferase reporter, luminescence, 24 h; further: % of control where 0% means no effect; nearly all actives have a fitted effect of over 45% in size
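H1299 (p53-null), stable ts p53-A138V + BP100-Luc; 1000 cells/well, Opti-MEM/10% FBS; cpd 4 pt, 1:5; 24 h, 37 deg C, 5% CO2; detection reagent 10 min RT; luminescence.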
uPA surface inh = qHTS for Inhibitors of Cell Surface uPA Generation | cell surface uPA generation assay, qHTS | Potency, µM (highest dose often 38.3 µM), for inactives: at the top dose activity change, negative = inhibition, usual class: inhibitors | 0.31% of 330,000 active; active means well fitted inhibition curve with a large enough effect; inconclusive means small, poorly fitted or top-dose-only effect; inactive means no such curve, though single readings can be large or run the other way; tested in mouse RAW 264.7 cells; further: on the % scale 0 is the no-effect control and ±100 the full control effect; nearly all actives have a fitted effect of over 55% in size
ELG1 genotoxic = qHTS screen for small molecules that induce genotoxicity in human embryonic kidney (HEK293T) cells expressing luciferase-tagged ELG1. HEK293T ELG1-luciferase reporter, luminescence, 16 h. Potency, µM (doses to about 46 µM), for the others: top-dose activity change, positive = activation, most hits filed as activators. 1.3% of 330,000 active. AID 504466, 2011; further: % of control where 0% means no effect; nearly all actives have a fitted effect of over 60% in size
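Luminescence read-out: rising ELG1-luciferase signal, reflecting elevated ELG1 protein under genetic stress, flags genotoxic compounds. Cells were treated for 16 hr at 37 °C before ONE-Glo detection.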
VP16 counter = VP16 counterscreen qHTS for inhibitors of ROR gamma transcriptional activity; Drosophila S2 Gal4-VP16 UAS-luciferase, luminescence, 20 h; Potency, µM (titrated, usually from 53.6 µM), for inactives: at the top dose activity, negative = inhibition, usual class: inhibitors; 3.5% of 310,000 active;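 further: Gal4-VP16 expression switched on by copper sulfate through the metallothionein promoter; on the % scale 0 is the no-effect control and ±100 the full control effect; nearly all actives have a fitted effect of over 50% in size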
BRCA1 expr up = qHTS Assay to Identify Small Molecule Activators of BRCA1 Expression. MCF7-BRCA1-FFLuc reporter, luminescence, 48 h; response scale: scaled: vehicle 0%, 10 µM genistein 100%. Potency, µM (highest dose often 46.1 µM), without a hit: at the top dose activation, most hits filed as activators. 1.1% of 380,000 active. AID 624202, 2012; further: nearly all actives have a fitted effect of over 80% in size; some results filed as inactive show a strong effect at the top dose
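Compounds are tested at multiple concentrations on MCF7 BRCA1-luciferase reporter cells seeded at 2000 per well; after 48 h, a single luminescence end-point is taken and curves fitted to the normalized data.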
RORg inh = qHTS for inhibitors of ROR gamma transcriptional activity. Drosophila S2 Gal4-RORgamma UAS-luciferase reporter, 20 h. 5.4% of 310,000 active. Potency, µM (top dose mostly 53.6 µM), without a hit: at the top dose activity change, negative = inhibition, most hits filed as inhibitors. AID 2551, 2010; further: on the % scale 0 is the no-effect control and ±100 the full control effect; nearly all actives have a fitted effect of over 60% in size
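Luminescence from a UAS-regulated Photinus luciferase reporter in stably transfected Drosophila Schneider cells is measured; decreased signal marks ROR gamma inhibition. Fusion expression is induced by 700 uM copper sulfate for 20 hr.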
Rab9 promoter act = qHTS Assay for Rab9 Promoter Activators; Huh7 Rab9 promoter-luciferase reporter, luminescence, 24 h; Potency, µM (doses to about 9.22 µM), for inactives: at the top dose activation, negative = inhibition, actives largely listed as activators; 2.8% of 320,000 active; further: % of control where 0% means no effect; nearly all actives have a fitted effect of over 60% in size
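Quantitative HTS format; Huh7 Rab9-luciferase reporter cells (1500/well) receive compound 2 h post-plating, incubate 24 h at 37 °C, then get luciferase reagent for 10 min before luminescence reading.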
MLL CXXC-DNA inh = qHTS Fluorescence Polarization Assay for Inhibitors of MLL CXXC domain - DNA interaction. Histone-lysine N-methyltransferase 2A (Homo sapiens), Q03164. MLL-CXXC / FITC-HOXA9 DNA fluorescence polarization. Potency, µM (series often up to 115 µM), without a hit: top-dose activity change, negative = inhibition, actives largely listed as inhibitors. 0.037% of 290,000 active; active means well fitted inhibition curve with a large enough effect in the polarisation, with a control signal flat, not every such curve was filed as active; inconclusive means small, poorly fitted or top-dose-only effect, or effect the other way, or a change in a side signal; inactive means no such curve, though single readings can be large or run the other way; the % refers to the polarisation
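Steps: dispense CXXC domain solution (7 uM) → pin compounds or unlabeled HOX-A9 DNA control → 5 min ambient → add FLSN-HOX-A9 solution (50 nM) → spin → 30 min ambient → fluorescence polarization. Tris pH 7.5/NaCl/DTT/BSA buffer.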
NPC1 promoter act = qHTS Assay for NPC1 Promoter Activators; Huh7 NPC1 promoter luciferase reporter, 24 h; Potency, µM (highest dose often 9.22 µM), for the others: at the highest dose activation, hits mostly activators; 2.4% of 320,000 active; AID 485313, 2010;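 further: % of control where 0% means no effect; nearly all actives have a fitted effect of over 60% in size; reporter is driven by a mutant NPC1 promoter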
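Cells: Huh7 expressing luciferase under the NPC1 promoter, 1500/well. Seeded 2 h, compound added, incubated 24 h at 37 °C. Luciferase reagent, 10 min ambient, then luminescence.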
* = called active by the depositor; ? = inconclusive; nt = not tested or not shown; & = joins results of further samples; [ ] = dose if it differs, or a comment. Unless noted, the call rests on the fitted dose curve; in most records, active means well fitted curve in the direction sought with a large enough effect; inconclusive means small, poorly fitted or top-dose-only effect, or another doubt; inactive means no such curve, though single readings can be large; an effect the other way counts as inactive or inconclusive. Potency means the concentration at half of the fitted maximal effect. An excerpt; count on the stated rates, not on these rows.

| item | smiles | MBNL1 CUG block | ELG1 genotoxic | NPC1 promoter act | p53 reactivation | RORg inh | FLuc modulator | Rab9 promoter act | uPA surface inh | BRCA1 expr up | VP16 counter | MLL CXXC-DNA inh |
| --- | --- | --- | --- | --- | --- | --- | --- | --- | --- | --- | --- | --- |
| 1 | CC(=O)Cc1nsc(NC(=O)c2ccc(-c3cc(C(F)(F)F)ccc3Cl)o2)n1 | 4% | -12% | -14% | -10% | -1% | -18% | -16% | ? | -69% | 12% | -1% |
| 2 | NC(=O)CC(NC(=O)c1ccc(Cl)cc1)C(=O)NCCc1ccc(S(N)(=O)=O)cc1 (configuration not stated) | -3% | 5% | -2% | -11% | -9% | -2% | -4% | 5% | 13% | 0% | 4% |
| 3 | Cc1ccc(C)c(CNC(=O)Nc2ccccc2)c1 | 3% | ? | ? | ? | -2% | 13µM* | ? | -7% | 7.1µM* | ? | 4% |
| 4 | COc1ccc(S(=O)(=O)N2CCCC2)cc1NC(=O)c1ccccc1 | -2% | 1% | 0% | -4% | -16% | -1% | -6% | 5% | -20% | 2% | -4% |
| 5 | N#CC1=C(N)OC2=C(C(=O)CCC2)C1c1ccc(OC(=O)N2CCOCC2)cc1 (configuration not stated) | 13% | 3% | -1% | -4% | 11% | 3% | -2% | 4% | 15% | 11% | 0% |
| 6 | COC(=O)N/N=C/c1ccc(Oc2ccccc2)cc1 | 5% | ? | ? | 12% | 19% | 15µM* | ? | -5% | 10µM* | 10% | -3% |
| 7 | CC(=O)c1cccc(S(=O)(=O)N(C)C2CCN(C)CC2)c1 | -6% | 1% | -6% | 0% | 22% | -2% | -1% | 1% | 9% | -2% | 8% |
| 8 | O=C(COCc1cc(-c2ccc3c(c2)OCO3)on1)N1CCN(c2cccc(Cl)c2)CC1 | 2% | 2% | -2% | 20% | 4% | -16%&-18% | 0% | 3% | -2% | -11% | 30% |
| 9 | Cc1ccccc1C(=O)N/N=C/c1ccc(OCC(=O)N2CCCCC2)cc1 | 1% | 0% | 1% | 2% | 5% | ? | 1% | -21% | -32% | -13% | -13% |
| 10 | Cc1cc(=O)c2cc(Br)ccc2n1CC(=O)NCc1ccccc1 | -2% | -6% | -1% | -7% | ? | 0% | 9% | 6% | -19% | ? | 0% |
| 11 | COC(=O)C1=CN(c2cc(C)cc(C)c2)C=C(C(=O)OC)C1c1ccc(OC)c(O)c1 | 3% | 5% | -1% | -7% | 3% | ? | -2% | 0% | -44% | 10% | 20% |
| 12 | Cc1cc(C)cc(C(=O)NCCC(=O)N2CCC3(CC2)NCCc2[nH]cnc23)c1 | -1% | 3% | -13% | 2% | -17% | -1% | 17% | -6% | -4% | 0% | -1% |
| 13 | O=C(/C=C/c1ccc2c(c1)OCO2)NCCSCc1cccc(Cl)c1 | 8% | -3% | -4% | 6% | 37% | ? | 0% | 0% | -29% | ? | 0% |
| 14 | CNc1nc(N)nc(-c2cc(Cl)ccc2OC)n1 | 5% | 0% | 1% | -1% | -18% | 1% | -11% | -12% | 3% | 5% | 1% |
| 15 | COC(CN(C(=O)CCl)C(C(=O)NC1CCCCC1)c1ccc(C)cc1)OC (configuration not stated) | -8% | -9% | -3% | 5% | -28% | -2% | -29% | -6% | 2% | 6% | -8% |
| 16 | COc1cccc(CNS(=O)(=O)c2csc(C(N)=O)c2)c1 | 1% | 0% | -7% | 5% | 4% | 5% | 0% | 3% | 8% | -1% | 11% |
| 17 | CCN(CC)S(=O)(=O)c1cccc(C(=O)NC(C(=O)Nc2nnc(C)s2)C(C)C)c1 (configuration not stated) | -1% | -3% | 0% | -5% | 3% | 3% | -4% | 0% | -36% | 13% | 20% |
| 18 | O=[N+]([O-])c1cccnc1N1CCN(c2ccccc2F)CC1 | ? | 7% | 3% | 6% | 30% | -14% | -2% | -8% | -7% | 1% | 5% |
| 19 | COc1ccc(OC)c2c(N)c(C#N)c(C(F)(F)C(F)(F)F)nc12 | 114%[activator] | 1% | 15% | 0% | -8% | 1% | -5% | 0% | -23% | 5% | -9% |
| 20 | O=[N+]([O-])c1ccc(N/N=C/c2cccc(O)c2O)c(S(=O)(=O)N2CCOCC2)c1 | ? | -9% | -13% | -2% | -8% | -2% | -23% | ? | -62% | -9% | -3% |
| 21 | C=CCCC(=O)Nc1ccc(Br)cn1 | -10% | 0% | -32%[inhibitor] | 14% | 6% | -17% | -21% | -6% | 0% | -19% | -8% |
| 22 | CC(C)(C)c1cc(NC(=O)CSc2nncs2)n(-c2ccccc2)n1 | nt | -3% | 1% | -5% | 45% | 1% | 0% | -5% | -13% | -3% | 0% |
| 23 | COc1cccc(CN2CCN(C(=O)c3ccc(-c4ccccc4)cc3)CC2)c1OC | -14% | -9% | -5% | -3% | 19% | -13% | -8% | 0% | -11% | 2% | -8% |
| 24 | COc1ccccc1OCC(=O)Nc1ccc(S(=O)(=O)N2CCCCCC2)cc1 | -5% | -10% | 7% | 1% | 28% | 1% | 10% | -12% | -4% | -14% | 8% |
| 25 | Cc1ccc(N2C(=O)c3ccc(C(=O)N4CCN(Cc5ccccc5)CC4)cc3C2=O)cc1 | 27% | -4% | -5% | 0% | 4% | 1% | 1% | 0% | -1% | -8% | 1% |
| 26 | COc1cc(CN2CCN(C(=O)c3cccc4ccccc34)CC2)cc(OC)c1OC | -7% | -3% | 2% | nt | 9% | 1% | 3% | -7% | 1% | 0% | -2% |
| 27 | O=C(c1ccccc1F)N1CCN=C1SCc1cccnc1 | -11% | -6% | 0% | 26% | 0% | 0% | 2% | -14% | -18% | 0% | -9% |
| 28 | C=CCn1c(=O)/c(=C/c2ccc(F)cc2)s/c1=C(\C#N)c1nnc2n1CCCCC2 | ? | -5% | 1% | 4% | -12% | 1% | 2% | -16% | -10% | 0% | 20% |
| 29 | CCN(CCO)c1cc(Cl)nc(SC)n1 | -4% | -5% | 0% | -6% | -6% | 0% | 7% | 0% | 13% | 0% | 1% |
| 30 | COc1ccc(N2CCN(C(=O)C(=O)c3cn(CC(=O)N4CCOCC4)c4ccccc34)CC2)cc1 | -8% | 4% | -6% | 6% | -5% | 4% | 4% | 28% | 0% | -10% | 9% |

3 entries already listed, arranged by length of the SMILES, high to low:
| item | smiles | MBNL1 CUG block | ELG1 genotoxic | NPC1 promoter act | p53 reactivation | RORg inh | FLuc modulator | Rab9 promoter act | uPA surface inh | BRCA1 expr up | VP16 counter | MLL CXXC-DNA inh |
| --- | --- | --- | --- | --- | --- | --- | --- | --- | --- | --- | --- | --- |
| 25 | Cc1ccc(N2C(=O)c3ccc(C(=O)N4CCN(Cc5ccccc5)CC4)cc3C2=O)cc1 | 27% | -4% | -5% | 0% | 4% | 1% | 1% | 0% | -1% | -8% | 1% |
| 26 | COc1cc(CN2CCN(C(=O)c3cccc4ccccc34)CC2)cc(OC)c1OC | -7% | -3% | 2% | nt | 9% | 1% | 3% | -7% | 1% | 0% | -2% |
| 29 | CCN(CCO)c1cc(Cl)nc(SC)n1 | -4% | -5% | 0% | -6% | -6% | 0% | 7% | 0% | 13% | 0% | 1% |

(listing goes on)
| item | smiles | MBNL1 CUG block | ELG1 genotoxic | NPC1 promoter act | p53 reactivation | RORg inh | FLuc modulator | Rab9 promoter act | uPA surface inh | BRCA1 expr up | VP16 counter | MLL CXXC-DNA inh |
| --- | --- | --- | --- | --- | --- | --- | --- | --- | --- | --- | --- | --- |
| 31 | Cc1c(-c2ccccc2)nc(N)c(C#N)c1-c1cccnc1 | 1% | 0% | 1% | 1% | 5% | -1% | -1% | 12% | -5% | 0% | -4% |
| 32 | CC1=CC(=O)N(c2ccc(C)cc2)C1c1ccc(Cl)cc1 (configuration not stated) | nt | -2% | -1% | 3% | 17% | -1% | -5% | -4% | -4% | -10% | 5% |
| 33 | Cc1[nH]c2ccccc2c1/C=N/NC(=O)c1cccs1 | -3% | ? | 6% | 5% | ? | 27µM* | -1% | 1% | -34% | -6% | ? |
| 34 | C=C(C)CNC(=S)N/N=C(\C)c1cccc(NC(C)=O)c1 | 0% | 0% | -3% | -2% | 10µM* | -5% | -4% | 0% | 11% | ? | -6% |
